thrombin 1536: blocks human thrombin protease activity; inhibition, % at 5 µM; AID 1046; P00734; alpha-thrombin, Boc-VPR-AMC fluorogenic substrate cleavage; 220,000 compounds, 0.26% hits;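 active means inhibition at or above 40%; inactive means inhibition below 40%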;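 further: 0% = enzyme with no compound and 100% = wells without enzyme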
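System – human alpha-thrombin · Medium – pH 7.5 Tris (50 mM) with NaCl 150 mM, Tween 20 0.05% · Compound – single-point dosing at 5 µM, 0.2% DMSO · Incubation – enzyme reaction carried out at room temperature · Technique – fluorescence of released AMC, ex 355 nm, em 460 nm · Read-out basis – % inhibition of thrombin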
Runt-CBFb FRET: inhibitors of human RUNX1 Runt domain binding to CBFb; Q01196+Q13951; Cerulean-Runt/Venus-CBFb FRET ratio 530/480, 1 h; inhibition, % at 20 µM; 220,000 compounds, 0.46% hits;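 active means inhibition over about 50% at 20 µM in the single-dose screen, limit read from the data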;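 further: 0% = DMSO wells and 100% = excess unlabeled CBFb competitor control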
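Reagent – Venus-CBFb binding partner, 100 nM · Assay system – Cerulean-tagged RUNX1 Runt domain (FRET donor) fusion protein · Input – 100 nM per protein · Incubation – two 1 h room-temperature incubations shielded from light · Measured by – FRET fluorescence · Medium – Tris buffer pH 7.5 with salts and BSA · Benchmarks – unlabeled CBFb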
FXIa inh: factor XIa (human) inhibition | P03951 | purified FXIa, Boc-Glu-Ala-Arg-AMC fluorogenic substrate | inhibition, % at 5 µM | 220,000 compounds, 0.14% hits | AID 798;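 active means inhibition of at least 40%; inactive means inhibition below 40%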;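 further: fluorescence of freed AMC excited at 355 nm; 0% = enzyme without compound and 100% = no enzyme blank; many of its hits are not listed in these tables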
Wee1 degr inh: human Wee1 degradation inhibition, primary screen. 220,000 compounds, 1.2% hits. reporter increase, % at 5 µM. HeLa Luc-Wee1K328M stability, luciferase luminescence; 100% = proteasome inhibitor MG132 effect. P30291. AID 1321;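 active means activation above the mean of all tested compounds plus 3 SD, set per screening run, cut at about 8.8% in these data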;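 further: cells exposed to compound for 20 h before luminescence read; 0% = DMSO alone and 100% = MG132 at 30 µM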
Runt-SMMHC FRET: blocks binding of human RUNX1 Runt domain to CBFb-SMMHC; Cerulean-Runt/Venus-CBFb-SMMHC FRET ratio 530/480, 1 h; inhibition, % at 20 µM; 220,000 compounds, 0.74% hits; Q01196+Q13951;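 active means mean inhibition across duplicate retests at 20 µM reaching about 50%, limit read from the data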;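 further: 0% = DMSO wells and 100% = wells with excess untagged CBFb-SMMHC; inhibitors lower the FRET ratio by blocking Runt binding to CBFb-SMMHC; some results filed as inactive read as strong as hits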
FXIIa inh 1536: blocks human coagulation factor XIIa protease activity. purified FXIIa, Boc-QGR-AMC fluorogenic substrate, 2 h. 220,000 compounds, 0.3% hits. P00748. inhibition, % at 5 µM; in the data active means inhibition above about 40%;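 further: 0% = enzyme with no compound and 100% = blank without enzyme; many of its hits are not listed in these tables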
Hck-Nef inh: blocks Nef-activated human Hck kinase | 220,000 compounds, 0.68% hits | inhibition, % at 20 µM | P08631 | AID 463187 | Recombinant Hck-YEEI plus Nef, Z-Lyte FRET kinase assay;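 active means Hck-Nef kinase inhibition above about 50%, limit read from the data; inactive means inhibition below that limit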;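 further: 0% = DMSO with Hck plus Nef and 100% = Hck alone without Nef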
Target sequence (P08631 whole entry, looked up): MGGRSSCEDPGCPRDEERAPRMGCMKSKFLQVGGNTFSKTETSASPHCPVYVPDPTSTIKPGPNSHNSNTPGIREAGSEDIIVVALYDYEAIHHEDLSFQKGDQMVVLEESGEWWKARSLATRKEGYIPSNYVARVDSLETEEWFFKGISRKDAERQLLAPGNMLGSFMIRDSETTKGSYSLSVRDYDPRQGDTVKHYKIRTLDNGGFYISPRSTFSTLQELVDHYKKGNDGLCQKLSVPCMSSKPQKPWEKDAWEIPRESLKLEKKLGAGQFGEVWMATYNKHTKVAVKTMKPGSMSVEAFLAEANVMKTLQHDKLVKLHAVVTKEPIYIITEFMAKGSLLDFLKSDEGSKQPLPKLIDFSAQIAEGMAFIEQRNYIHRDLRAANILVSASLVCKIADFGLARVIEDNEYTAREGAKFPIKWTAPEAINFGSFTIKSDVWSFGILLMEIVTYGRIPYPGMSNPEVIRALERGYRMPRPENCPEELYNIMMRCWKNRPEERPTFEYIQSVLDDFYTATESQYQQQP
KLK5 inh: blocks human kallikrein 5 protease activity. Q9Y337. recombinant hK5, fluorogenic AMC substrate cleavage. inhibition, % at 5 µM. 210,000 compounds, 0.59% hits. AID 873;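 active means inhibition of 40% or more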;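 further: 0% = enzyme controls without compound and 100% = no-enzyme blanks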
Target sequence (Q9Y337 67-293 limits assumed): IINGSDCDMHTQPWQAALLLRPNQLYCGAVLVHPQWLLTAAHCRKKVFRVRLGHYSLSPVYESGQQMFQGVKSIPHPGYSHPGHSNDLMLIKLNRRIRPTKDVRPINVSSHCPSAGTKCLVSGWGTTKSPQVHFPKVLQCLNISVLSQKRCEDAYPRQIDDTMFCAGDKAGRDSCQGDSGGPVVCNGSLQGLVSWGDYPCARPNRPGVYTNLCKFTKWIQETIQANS
14-3-3 Bad PPI: disrupts binding of bovine 14-3-3 zeta to phospho-Bad peptide; TR-FRET 14-3-3zeta/Dy647-pBad peptide displacement, 1 h; P63103; inhibition, % at 21.7 µM; 220,000 compounds, 0.71% hits;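 active means inhibition above about 70%, limit read from the data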;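 further: 0% = full 14-3-3 plus peptide FRET controls and 100% = background without 14-3-3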
Target sequence (P63103 whole entry, looked up): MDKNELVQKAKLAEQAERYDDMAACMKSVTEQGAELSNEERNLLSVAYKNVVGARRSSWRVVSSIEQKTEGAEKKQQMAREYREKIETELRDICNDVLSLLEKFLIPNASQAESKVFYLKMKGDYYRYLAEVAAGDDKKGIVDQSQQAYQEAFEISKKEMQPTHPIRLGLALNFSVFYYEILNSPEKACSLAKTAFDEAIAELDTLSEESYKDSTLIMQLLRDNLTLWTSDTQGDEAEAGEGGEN
Active calls of the source: *; . = no result given; [ ] = another dose, or the depositor's remark. Random draw from the library; 4.2% or so of the library scored in one or more.

SMILES	thrombin 1536	Runt-CBFb FRET	FXIa inh	Wee1 degr inh	Runt-SMMHC FRET	FXIIa inh 1536	Hck-Nef inh	KLK5 inh	14-3-3 Bad PPI
CC(C)(C)NC(=O)NC(=O)COC(=O)c1ccc(OC(F)(F)F)cc1	-3	-5	5	-4	-2	7	0	-3	-4
CCCc1noc2c1/C(=N\O)CC(CC(C)SCC)C2 (stereo not given)	3	0	6	0	-6	18	-1	5	-13
Cc1ccc(NC(=O)COC(=O)C(NS(=O)(=O)c2ccc(Cl)cc2)C(C)O)cc1C (stereo not given)	-7	-16	7	3	0	16	7	-14	-3
CCCNC(=O)c1nnsc1S(=O)(=O)c1ccc(Cl)cc1	0	12	-2	0	2	-8	15	-7	5
CC1(C)CC(=O)C(C(c2ccc(F)cc2)C2C(=O)CC(C)(C)CC2=O)C(=O)C1	1	6	5	-1	9	14	4	-17	-15[fluorescence artefact?]
c1cc2cn[nH]c2cc1NC1CCCCCC1	2	12	-3	-1	-10	11	1	-2	33
O=C(O)CC1(CC(=O)Nc2cc(F)ccc2Cl)CCCCC1	-2	-2	3	4	-2	10	13	2	-19
CCCCN(CC)c1nc(N)c2c(N)nc(OCC)cc2c1C#N	-6	-6	-10	-2	-6	4	2	-19	12
S=C(NCc1ccco1)Nc1ccc(N2CCOCC2)cc1	-4	11	6	1	1	16	7	-12	-8[fluorescence artefact?]
Cc1ccc(/C=C/C(=O)OCC(=O)Nc2cccc(S(=O)(=O)N(C)C)c2)o1	2	-3	5	1	2	15	-26	-11	6[fluorescence artefact?]
c1ccc(Cc2nnc(N3CCOCC3)c3ccccc23)cc1	2	6	3	3	2	15	-3	7	16[fluorescence artefact?]
COCC(=O)Nc1cc(C(=O)NCC(C)C)ccc1Cl	-2	-1	7	1	5	12	-1	-5	3[fluorescence artefact?]
CCOC(=O)c1sc(NC(=O)CCN2CCN(C)CC2)c(C(=O)OCC)c1C	-18	.	-3	3	.	7	23	0	-5
Cc1ccc(NC(=O)c2sccc2C)cc1S(=O)(=O)N(C)C	-7	0	-1	-3	9	0	3	-15	-7
CS(=O)(=O)N(CC(=O)N1CCCC1)c1ccc2c(c1)OCCO2	-5	0	-2	0	1	10	1	-6	-3
O=C(O)C1[C@H]2C(=O)N(Cc3cccs3)C[C@]23C=C[C@H]1O3 (stereo not given in full)	-9	-2	-3	2	-3	14	-1	-23	-2
CCOC(=O)Cn1c(=O)oc2cc(S(=O)(=O)N(C)Cc3ccccc3)ccc21	-1	0	-2	-1	2	4	4	0	7
CCOC(=O)c1cc(C)sc1NC(=S)Nc1ccccc1	-1	3	4	4	0	12	1	-3	-20
COc1ccc(OC)c(-c2nnc(NC(=O)C(C)Sc3nncn3C)s2)c1 (stereo not given)	-2	0	1	-1	-2	15	4	-12	18
Cn1c(/C(C#N)=C/c2cccc(O)c2)nc2ccccc21	1	7	-2	-3	12	3	16	-3	0
O=C(c1cccc(N2C(=O)C3CC=CCC3C2=O)c1)N1CCCCCC1 (stereo not given)	4	.	20	1	-12	24	0	0	-3
Cc1ccc(/C=C/C(=O)Nc2nnc(C)s2)o1	-9	6	9	-3	6	10	7	-13	-4
CSCCC(NC(=O)c1cc(C)oc1C)C(=O)O (stereo not given)	-10	0	0	-4	4	13	1	-15	-30[fluorescence artefact?]
Cc1c(Cl)cccc1NC(=S)N(Cc1ccco1)C(C)c1ccccn1 (stereo not given)	-5	4	-5	-1	-1	3	-10	-5	-14
COc1ccc(NC(=S)N2N=CCC2c2ccccc2)cc1 (stereo not given)	-10	2	-8	0	1	-12	1	-4	-17[fluorescence artefact?]

The final 4 records of the section before open the next one:
SMILES	thrombin 1536	Runt-CBFb FRET	FXIa inh	Wee1 degr inh	Runt-SMMHC FRET	FXIIa inh 1536	Hck-Nef inh	KLK5 inh	14-3-3 Bad PPI
Cc1ccc(/C=C/C(=O)Nc2nnc(C)s2)o1	-9	6	9	-3	6	10	7	-13	-4
CSCCC(NC(=O)c1cc(C)oc1C)C(=O)O (stereo not given)	-10	0	0	-4	4	13	1	-15	-30[fluorescence artefact?]
Cc1c(Cl)cccc1NC(=S)N(Cc1ccco1)C(C)c1ccccn1 (stereo not given)	-5	4	-5	-1	-1	3	-10	-5	-14
COc1ccc(NC(=S)N2N=CCC2c2ccccc2)cc1 (stereo not given)	-10	2	-8	0	1	-12	1	-4	-17[fluorescence artefact?]
COc1ccc(-c2csc(/C=C/c3ccc4c(c3)OCO4)n2)cc1OC	-3	2	3	-2	-8	9	5	-3	5
Cn1c(=O)[nH]c(=O)c2c1ncn2CCCc1ccccc1	-1	.	9	0	-2	15	2	-7	-15
OC(CNCCc1ccc(Cl)cc1)COCc1ccco1 (stereo not given)	-3	0	-13	0	5	-8	1	-13	70[fluorescence artefact?]
COc1ccc2cc(C(=O)c3ccccc3)c(=O)oc2c1	-5	2	-2	5	5	-5	1	1	18
CCn1c(=O)c(C(=O)NC(C)C)c(O)c2ccccc21	1	-1	7	0	-1	17	-2	-15	9
COc1ccc(Nc2ncc(C#N)c(N)n2)c(OC)c1	-4	4	-3	-3	-1	0	3	2	-1
Cc1cc(C)n2c(Nc3ccc4c(c3)OCCO4)c(-c3ccccc3)nc2n1	-3	0	0	0	-5	-1	0	-18	7
COc1ccc(-c2nnc3n2C(C)(C)Cc2cc(OC)c(OC)cc2-3)cc1	-2	-3	2	-2	1	9	-1	-34	-2[fluorescence artefact?]
c1ccc(SCCCCNC2CCCC2)cc1	-4	-2	2	1	-1	9	0	-5	-6[fluorescence artefact?]
Cc1ccc(NC(C)C(=O)N/N=C/c2ccc([N+](=O)[O-])s2)cc1 (stereo not given)	-5	1	-3	2	1	3	22	0	-9
COCCCNC(=O)CCNS(=O)(=O)c1ccc(C)cc1	-7	-2	3	3	-6	6	0	-3	13
CC(C)COc1ccc(C(=O)OCCN2CCOCC2)c(O)c1	3	-4	1	-2	-7	2	1	-13	19[fluorescence artefact?]
COc1ccc(S(=O)(=O)N2CCCCCC2)cc1C(=O)OCC(=O)NC(N)=O	-1	0	7	-2	-1	11	1	-15	-6
Cc1cc(C)nc(SC(C)C(=O)N/N=C/c2cccs2)n1 (stereo not given)	3	36	16	0	1	16	4	-26	2
CCCN(CCC)C(=O)Cn1c(=O)n(CCCCC(=O)NCc2ccco2)c(=O)c2ccccc21	3	2	3	2	-3	17	2	-1	2
Cc1ccccc1NC(=O)c1sc2nc3c(c(-c4ccco4)c2c1N)CCC3	-2	25	4	3	-4	2	-2	-3	-3
Cc1ccnn2c(-c3ccccc3)c3c(=O)n(C)c(=O)n(C)c3c12	5	0	8	3	-1	16	0	2	-13
Cc1noc(C)c1C(=O)OC(C(=O)NC1CCCC1)c1ccc(F)cc1 (stereo not given)	-12	-1	-8	3	-8	-1	1	-29	7[fluorescence artefact?]
S=C(Nc1ccc2cn[nH]c2c1)Nc1ccccc1Cl	7	8	8	2	2	11	7	-13	-14
CCCCNC(=O)Nc1ccccn1	-6	1	-4	0	0	1	-1	-4	3
O=C(O)c1cccc(Cn2c(Cl)c(/C=N/NC(=O)c3ccc(O)cc3)sc2=O)c1	-10	3	-2	8	0	3	13	-3	8
Cn1nc(C(C)(C)C)c(NC(=O)c2cccs2)c1C(C)(C)C	-4	0	9	-1	1	5	7	9	3
O=S(=O)(c1ccc(N2CCN(Cc3ccc4c(c3)OCO4)CC2)nc1)N1CCOCC1	-11	2	-7	0	-2	1	-2	-3	-3
CC1CCN(S(=O)(=O)c2ccc(NC(=O)Cc3cccs3)cc2)CC1	2	0	8	1	-2	16	1	-29	-14
O=C(Nc1ccccc1N1CCN(C(=O)c2ccccc2)CC1)c1ccc(Cl)cc1	1	-2	9	2	0	5	19	-2	7

Later entries.
SMILES	thrombin 1536	Runt-CBFb FRET	FXIa inh	Wee1 degr inh	Runt-SMMHC FRET	FXIIa inh 1536	Hck-Nef inh	KLK5 inh	14-3-3 Bad PPI
O=[N+]([O-])c1cc(F)c2cccnc2c1O	-3	1	-1	2	-6	4	-6	-15	-12
CCOc1cc(NC(=O)c2cccs2)c(OCC)cc1NC(=O)c1ccco1	8	2	4	1	-4	6	1	6	8[fluorescence artefact?]
CCc1ccc(C(=O)COC(=O)C(Cc2ccccc2)NC(=O)C2CCC(C)CC2)cc1 (stereo not given)	-7	-1	-8	4	-2	7	0	-4	-1
CCOC(=O)CCCNC(=O)CN1C(=O)NC(CCc2ccccc2)C1=O (stereo not given)	2	2	4	-3	4	18	2	-18	3
CCOC(=O)N1CCN(CCC(=O)Nc2ccc(Br)cc2)CC1	1	-2	0	-1	5	14	-1	-5	-6[fluorescence artefact?]
O=C(NC(Cc1c[nH]c2ccccc12)C(=O)Nc1ccc(F)cc1)c1cccs1 (stereo not given)	-4	0	1	-4	0	11	3	0	2
CCOc1ccc(NC(=O)CCC(=O)NNC(=O)Nc2cccc(Cl)c2)cc1	-6	-1	9	1	1	7	22	-3	-17
COc1ccc(-c2noc(C(=O)NCc3ccccc3Cl)n2)cc1OC	2	-4	0	2	-4	10	5	0	-1
CCN(CC)S(=O)(=O)c1ccc(C)c(NS(=O)(=O)c2cc(/C=C/C(=O)O)cc(OC)c2OC)c1	3	-1	-1	1	-2	8	-7	1	-7
Cn1c(C(=O)NC2CC2)cc2c(=O)n(C)c3ccccc3c21	-3	1	3	-3	-3	8	4	-11	2
CCOC(=O)Cc1cnc(NC(=O)NC(C(=O)OCC)(c2ccccc2)C(F)(F)F)s1 (stereo not given)	-1	2	1	0	2	13	4	4	-1
CCOc1ccc(NC(=O)C(C)Sc2nnnn2C)cc1 (stereo not given)	-8	-1	2	0	1	5	0	-3	7
Cc1[nH]c2ccccc2c1/C=C(\C#N)C(=O)NCc1ccccc1	-2	-25	5	-4	-54	2	-1	-9	-8
COCCn1c(C)cc(C(=O)COC(=O)c2ccccc2Br)c1C	-4	-3	3	-3	2	7	-19	.	-6
C=CCc1cccc2cc(C(=O)Nc3cccc(C(=O)O)c3)c(=O)oc12	3	3	5	2	0	17	27	3	-2
O=C(CNC(=O)c1ccco1)OCC(=O)c1ccccc1Cl	0	-1	-6	9	3	-3	15	-4	3
O=C(Cc1cccs1)N1CCN(c2ccccn2)CC1	3	-1	7	2	-3	15	0	-4	5
O=C(Cn1nnc2ccccc21)c1ccc([N+](=O)[O-])cc1	1	2	0	3	-3	11	12	1	-2
Cc1ccc(CCNC(=O)CCc2nc3ccccc3[nH]2)cc1	-1	3	7	-1	1	12	3	-25	-9
COC(=O)c1c(-c2ccc(C(C)(C)C)cc2)csc1NC(=O)C1C2CCC(O2)C1C(=O)O (stereo not given)	1	40	8	1	27	9	1	-19	25[fluorescence artefact?]
Cc1nnc(N2CCOCC2)c2nn(-c3cccc(Cl)c3)c(C)c12	-4	-10	0	-2	-16	6	3	-1	-2
CCOC(=O)N1CCN(c2c(F)cc3[nH]c(=S)[nH]c3c2Br)CC1	-4	13	5	2	5	23	5	-166	-4

Screening results from PubChem.
